High-throughput results (PubChem)
HEK293 NOD2/NF-kB: inhibition of NOD2-driven NF-kB reporter – cell-based, luminescence, uHTS, HEK293 (AID 1566); HEK293 NOD2/NF-kB luciferase reporter, luminescence; higher % means a stronger effect; one-dose inhibition, % at 4 µM; EC50 in µM for titrated hits; 0.63% of 290,000 active; further: many of its hits are not listed in these tables
Myeloid diff 2: promotes myeloid progenitor differentiation | ER-HoxA9 myeloid progenitors, lysozyme-GFP differentiation, flow cytometry | calls only at 10 µM | 1% of 360,000 active | AID 624256;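 active means normalized GFP-positive differentiation at or above the plate's own cutoff, the solvent-only control mean plus 3 SD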;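 further: cells exposed to compound for four days before flow analysis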
KOR beta-arrestin-1: kappa opioid receptor activators – cell-based, luminescence, uHTS, primary screen (AID 1777); KOR beta-arrestin recruitment, luminescence; higher % means a stronger effect; one-dose activation, % at 10 µM; EC50 in µM for titrated hits; 0.02% of 280,000 active; in the data active means activation above about 50%, passing the limit was not always enough; further: a part of the inactive calls stands beside numbers as strong as those of hits
SIAH1 antagonists: blockers of Siah-1 interaction with plectin peptide – biochemical, fluorescence polarization, rhodamine-plectin, uHTS, primary screen (AID 1817). 0.02% of 290,000 active. Siah-1 / rhodamine-plectin peptide fluorescence polarization; higher % means a stronger effect. displacement, % at 20 µM; hits with a dose series show IC50 in µM;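 active means displacement of at least 50% at 20 µM, with a fluorescence ratio check between 0.3 and a set limit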;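 further: plate controls were Siah plus tracer with DMSO for no effect and tracer alone without Siah for full effect; strong numbers were not always called active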
Salmonella PhoP GFP: PhoP-dependent GFP reporter repression – Salmonella Typhimurium, primary screen (AID 1863); S. Typhimurium PhoP-regulated promoter GFP reporter, 4 h; higher % means a stronger effect; one-dose inhibition, % at 50 µM; IC50 in µM for titrated hits; 0.16% of 300,000 active;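 active means inhibition over 29.93%, a cutoff 3 SD above the screen mean, later confirmed by dose response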;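 further: 0% = low Mg2+ inducing control and 100% = high Mg2+ repressing control; strong numbers were not always called active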
LYP phosphatase: inhibitors of LYP phosphatase, biochemical, fluorescence intensity, uHTS (AID 1779) | inhibition, % at 11.5 µM; hits with a dose series show IC50 in µM | recombinant LYP phosphatase, fluorescence intensity; higher % means a stronger effect | 0.054% of 290,000 active;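 further: plate controls were vehicle with enzyme for no effect and no enzyme for full effect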
HIV peptide binding: cell-free HIV fusion peptide-binding blockers – biochemical, uHTS, fluorescence dequenching, primary screen (AID 1986); one-dose inhibition, % at 20 µM; IC50 in µM for titrated hits; 0.3% of 290,000 active; cell-free peptide binding, fluorescence dequenching, 30 min; higher % means a stronger effect; in the data active means inhibition mostly above about 52%, no sharp cut-off; inactive means mostly below about 76%; further: some results filed as inactive read as strong as hits
KOR beta-arrestin-2: kappa opioid receptor blockers – cell-based, luminescence, uHTS (AID 1778); KOR beta-arrestin recruitment, luminescence, antagonist mode; higher % means a stronger effect; inhibition, % at 10 µM, or IC50 in µM where a hit was titrated; 0.091% of 290,000 active; further: strong numbers were not always called active
NOD1 NF-kB reporter: inhibition of NOD1-driven NF-kB reporter – cell-based, luminescence, uHTS, primary screen (AID 1578); NOD1-driven NF-kB luciferase reporter cells, luminescence; higher % means a stronger effect; inhibition, % at 4 µM, or EC50 in µM where a hit was titrated; 1% of 290,000 active; in the data active means inhibition mostly above about 36%, no sharp cut-off; inactive means mostly below about 34%;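 further: HEK-293T reporter cells stimulated with the NOD1 agonist gamma-tri-DAP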
Myeloid diff 2 GFP+ MAC1+ %: also measured in Myeloid diff 2; calls as there; GFP+ MAC1+ double positive, %; measured here: differentiation confirmed by MAC1 staining
Active calls of the source: *; i = inactive; . = not tested or not shown; [ ] = dose if it differs, or a comment. Unless noted, no stated cut-off is given here; in the data, active means inhibition above about 50%; inactive means the rest. These rows are one share of the data (hit frequency here may not be typical).

SMILES | HEK293 NOD2/NF-kB | Myeloid diff 2 | Myeloid diff 2 GFP+ MAC1+ % | KOR beta-arrestin-1 | SIAH1 antagonists | Salmonella PhoP GFP | LYP phosphatase | HIV peptide binding | KOR beta-arrestin-2 | NOD1 NF-kB reporter
CN(CCc1ccccn1)C(=S)Nc1ccc(Cl)c(Cl)c1 | -7% | i | 0.4 | 7.1% | 1% | 0% | -5% | -1.5% | 15%[20 µM] | -27%
CCOC(=O)C1=C(Nc2ccccc2)CC(C)(O)C(C(=O)OCC)C1c1ccc(Br)cc1 (stereo not given) | -28% | i | 0.7 | 2.2% | 2% | -6% | -7% | -1.0% | -18% | -16%
O=C(NCC(c1ccco1)N1CCCC1)c1ccc(Cl)cc1 (stereo not given) | -28% | i | 0.6 | 5.1% | -5% | 18% | -4% | 0.4% | -21% | -11%
O=C(CSc1nnc(NC(=O)c2cccc(F)c2)s1)NC1CCCC1 | -25% | i | 0.5 | 2.8% | 1% | -3% | -3% | 1.6% | -13% | -15%
Cn1c(=O)c2c(ncn2CC(=O)N2CCOCC2)n(C)c1=O | 13% | i | 1.6 | . | 10% | -6% | -12% | -2.2% | . | -9%
C=CCn1c(SCCN2CCCCC2)nc2c1c(=O)[nH]c(=O)n2C | 6% | i | 3.3 | -4.8% | 0% | -7% | -8% | -3.2% | 12% | 5%
CCN(c1ccccc1)S(=O)(=O)c1ccc(Cl)c(NC(=O)CSc2nncn2C)c1 | 5% | i | 0.8 | 4.4% | 3% | 8% | 3% | 1.4% | 8% | -25%
COc1ccc(COCC(O)CN2CC(C)OC(C)C2)cc1OC (stereo not given) | -8% | i | 2.1 | -1.1% | 3% | 15% | -8% | -1.6% | -33% | -27%
CCOC(=O)c1sc(C)c2c1NC(C)(c1cccc3ccccc13)NC2=O (stereo not given) | -3% | i | 0.9 | 84% | -2% | -12% | 2% | -0.2% | -22% | -3%
COc1cc(C(CCN2CCCC(C)C2)c2c(OC)cc(OC)c3c(-c4ccccc4)cc(=O)oc23)cc(OC)c1OC (stereo not given) | 18% | i | 0.7 | 2.6% | -2% | -3% | -10% | 0.1% | 15% | -2%
CCOc1ccccc1-n1c(CN2CCN(C(=O)c3ccco3)CC2)nc2ccccc2c1=O | 13% | i | 1.7 | -2.5% | 2% | 2% | -6% | 2.1% | -14% | -14%
COc1ccc(C(NC(=O)C2CCCCC2)c2c(O)ccc3ccccc23)cc1 (stereo not given) | 15% | i | 0.0 | 4.8% | 6% | 19% | 4% | 0.8% | 22% | -22%
Cc1ccccc1NC(=S)NC(=O)CCc1ccccc1 | -1% | i | 7.8 | -6.3% | -5% | 11% | -5% | 0.5% | 5% | -2%
COCC(=O)N1CCC(Oc2ccc(C(=O)NCCc3ccncc3)cc2)CC1 | 26% | i | 0.3 | . | -4% | -1% | -6% | -1.1% | -9%[20 µM] | -1%
O=C(O)CCn1c(Cc2ccccc2)nc2ccccc21 | 8% | i | 0.8 | -0.9% | -1% | 1% | -10% | -0.4% | 34% | -11%
COC(=O)CC1C(=O)NCCN1C(=O)c1ccccc1 (stereo not given) | -8% | i | 1.6 | -4.8% | 2% | 0% | -8% | -1.1% | -12% | -12%
CCN(Cc1ccccc1)c1ccc(/C=C(\C#N)c2ccccn2)cc1 | -74% | i | 0.4 | -2.8% | 0% | -19% | 1% | 33% | -22% | -26%
CCOC(=O)CCCNC(=O)COC(=O)c1cc(Br)c(Br)s1 | 2% | i | 0.6 | 1.5% | -6% | -7% | -1% | 0.8% | -51% | -33%
CC(OC(=O)/C=C/c1ccco1)C(=O)Nc1cccc([N+](=O)[O-])c1 (stereo not given) | 29% | i | 0.3 | -4.1% | 1% | 26% | -6% | 3.7% | 8% | 3%
N#CCCn1cc(CNC2CCC(O)CC2)c2ccccc21 (stereo not given) | 2% | i | 0.8 | 4.8% | -2% | 5% | -11% | 0.8% | -22% | -18%
CCc1n[nH]c(=S)n1/N=C/c1ccccc1OCc1ccc(Cl)cc1 | -5% | i | 0.5 | -0.3% | 1% | 0% | -6% | 0.7% | -113%[20 µM] | -20%
Cc1ccc(C)c(OCCC(=O)NCCc2ccc(Cl)cc2)c1 | 2% | i | 1.2 | 6.3% | -2% | -7% | -4% | 1.8% | -18% | -22%
COc1ccc(-c2csc3nc(C)nc(N4CCCCC4)c23)cc1OC | -14% | i | 0.5 | -1.9% | 2% | 3% | 9% | 0.8% | 27% | 8%
O=C(CNC(=O)c1ccc(Br)cc1)NCCc1nc2ccccc2[nH]1 | -5% | i | 6.7 | -3.5% | -6% | 5% | -5% | -2.4% | 44% | 26%
CC1(C)Cc2ccccc2C(COc2ccccc2)=N1 | 10% | i | 0.5 | -0.3% | -5% | 6% | -5% | -1.0% | 2%[20 µM] | -27%
COc1cc(C(=O)N2CCN(C/C=C/c3ccccc3)CC2)cc(OC)c1C | 4% | i | 2.1 | -3.1% | -6% | 17% | -3% | -1.4% | -84% | -4%
N/C(=N\C(=S)Nc1ccccc1)c1ccccc1 | -167% | i | 0.6 | -0.1% | 5% | 23% | -12% | 0.2% | 9% | -6%
C[C@@H](C(=O)N1CCN(C(=O)OC(C)(C)C)CC1)n1cc(-c2cn([C@@H](C)C(=O)N3CCN(C(=O)OC(C)(C)C)CC3)nn2)nn1 | 4% | . | . | 4.9% | -2% | 4% | -8% | 2.0% | 3% | -9%
OCC1(CO)COC(c2ccccc2)=N1 | 15% | i | 0.6 | -0.7% | -1% | -7% | -7% | -0.9% | -17% | -21%
O=C(CCS(=O)(=O)c1cccc2nonc12)N1CCCc2ccccc21 | 3% | i | 0.7 | 3.4% | -6% | -13% | -9% | -2.6% | -35% | 10%

Fetched by structure from the list above (3):
SMILES | HEK293 NOD2/NF-kB | Myeloid diff 2 | Myeloid diff 2 GFP+ MAC1+ % | KOR beta-arrestin-1 | SIAH1 antagonists | Salmonella PhoP GFP | LYP phosphatase | HIV peptide binding | KOR beta-arrestin-2 | NOD1 NF-kB reporter
CCOc1ccccc1-n1c(CN2CCN(C(=O)c3ccco3)CC2)nc2ccccc2c1=O | 13% | i | 1.7 | -2.5% | 2% | 2% | -6% | 2.1% | -14% | -14%
C[C@@H](C(=O)N1CCN(C(=O)OC(C)(C)C)CC1)n1cc(-c2cn([C@@H](C)C(=O)N3CCN(C(=O)OC(C)(C)C)CC3)nn2)nn1 | 4% | . | . | 4.9% | -2% | 4% | -8% | 2.0% | 3% | -9%
O=C(O)CCn1c(Cc2ccccc2)nc2ccccc21 | 8% | i | 0.8 | -0.9% | -1% | 1% | -10% | -0.4% | 34% | -11%

Next results
SMILES | HEK293 NOD2/NF-kB | Myeloid diff 2 | Myeloid diff 2 GFP+ MAC1+ % | KOR beta-arrestin-1 | SIAH1 antagonists | Salmonella PhoP GFP | LYP phosphatase | HIV peptide binding | KOR beta-arrestin-2 | NOD1 NF-kB reporter
Cc1[nH]c(C)c(S(=O)(=O)NCc2ccc(Cl)cc2)c1C(=O)N1CCCC1 | 0% | i | 0.0 | -3.5% | -3% | -11% | -9% | -1.2% | -40% | -24%
CCOC(=O)c1c(C)nc2sccn12 | 6% | i | 4.2 | -2.1% | 1% | -9% | -11% | 3.5% | 6% | -3%
CCOc1cc(C(=O)Nc2nnc(C)s2)cc(OCC)c1OCC | 14% | i | 0.8 | -2.3% | -1% | 9% | -4% | -0.1% | -31% | -6%
CCn1ncc(C(=O)Nc2ccc(S(=O)(=O)N3CCCC3)cc2)c1C | 8% | i | 0.6 | 7.7% | -6% | -1% | -7% | -1.4% | -45% | 0%
CCOC(=O)N1CCC(NC(=O)CN2C(=O)CCSc3ccccc32)CC1 | 11% | i | 2.3 | -3.3% | -2% | 3% | -3% | -1.9% | 13% | -17%
CC(C)CN(CC(C)C)c1nc(N)c(C#N)c(CC#N)c1C#N | 5% | i | 2.1 | 0.8% | 0% | -10% | 9% | 1.2% | 21% | -24%
CNC(=O)CSc1nnc(-c2ccco2)n1-c1ccccc1OC | 8% | i | 2.2 | -5.9% | -4% | . | -6% | -2.2% | -14% | -6%
COc1cc(-c2ccc(NC(=O)CN3CCC(C)CC3)c(OC)c2)ccc1NC(=O)CN1CCC(C)CC1 | -9% | i | 0.7 | 0.2% | 1% | 2% | -6% | 1.7% | -8% | -35%
C=CCSc1nn2c(=O)c3ccccc3nc2s1 | -93% | i | 1.0 | -1.9% | 4% | -2% | -4% | 1.1% | 3% | -25%
CCOC(=O)Cn1nnc(-c2cccc(OC)c2)n1 | -6% | i | 11 | 2.0% | 0% | 21% | 0% | 0.7% | 7% | -10%
O=C(O)c1ccccc1Nc1cccc(C(F)(F)F)c1 | 16% | i | 3.4 | 2.3% | 0% | -6% | -3% | 23% | -63% | -29%
COc1ccc(-c2cc3ncc(C(C)=O)c(C)n3n2)cc1 | -120% | i | 0.2 | . | 20% | 4% | -10% | 2.5% | -31%[20 µM] | -58%
O=C(Nc1ccc(NC(=O)c2ccccc2)nc1)c1ccncc1 | -13% | i | 0.3 | -4.0% | 15% | -5% | 6% | 1.6% | -22% | -34%
Cc1cc(OC(=O)c2cccc(Br)c2)c([N+](=O)[O-])c(=O)[nH]1 | -20% | i | 2.8 | 3.4% | 4% | . | -4% | 1.3% | -39%[20 µM] | -8%
O=C(NC(NC(=O)c1ccccc1)c1ccccc1)c1ccccc1 | 5% | i | 0.6 | -4.4% | -6% | -10% | -10% | 1.5% | 12% | -14%
CCCc1c(O)nc(SCCN(CC)CC)n(C(=O)c2ccccc2)c1=O | 6% | i | 1.3 | -4.3% | -5% | 3% | -1% | 1.1% | -16% | -17%
CC1(C)C2CCC(C2)C1(C)NC(=O)CNCc1cccs1 (stereo not given) | 10% | i | 0.2 | 2.7% | 1% | -9% | 0% | 1.3% | -13% | -26%
O=C(Nc1ccc2c(c1)OCO2)C(c1ccc(Cl)cc1)N1CCC2(CC1)OCCO2 (stereo not given) | 14% | i | 0.4 | -1.9% | 0% | 0% | 0% | 0.5% | 15% | -20%
CC(Oc1ccc(F)cc1)C(=O)Nc1ccccc1N1CCCCC1 (stereo not given) | 15% | i | 3.7 | 1.9% | -4% | -5% | -7% | 2.4% | 13% | 9%
COc1ccc(NC(=O)c2sc(SC)nc2N)cc1 | -52% | i | 12 | -2.7% | 0% | 17% | 1% | 4.8% | 33% | -47%
COc1ccc(Nc2nc(C(=O)N3CCc4ccccc4C3)cs2)cc1 | . | i | 0.8 | . | -7% | -7% | 4% | -1.9% | -183%[20 µM] | .
COc1ccc(NC2CCCN(C(=O)CCc3cccc(Cl)c3)C2)cc1 (stereo not given) | -14% | i | 0.0 | -2.9% | 1% | 8% | -8% | -2.1% | -24% | -22%
CC(C)N(Cc1nc(-c2ccc(Cl)cc2)no1)C(=O)C(c1ccccc1)c1ccccc1 | -12% | i | 3.0 | -1.5% | 3% | 2% | 3% | 1.1% | -6% | -11%
CNS(=O)(=O)c1ccc(Cl)nc1 | -11% | i | 0.5 | 3.4% | -6% | 2% | -6% | -0.8% | -80% | -48%
CC(NC(=O)Cn1cc(C(F)(F)F)cc(Cl)c1=O)c1ccccc1 (stereo not given) | 3% | i | 0.4 | -0.1% | -3% | -1% | -4% | 0.7% | 2% | -24%
COc1ccc(N(CC(=O)Nc2c(C)cccc2C)S(=O)(=O)c2ccccc2[N+](=O)[O-])c(OC)c1 | 14% | i | 0.5 | . | -5% | 1% | -3% | -1.6% | 5%[20 µM] | -14%
